Screening results from PubChem BioAssay.
ARFGAP1 inhibitor – inhibits rat ARF GTPase activating protein 1; Q62848; Arfgap1-stimulated ARF1 GTP hydrolysis, GDP FP detection; inhibition, % at 16.5 µM; 360,000 compounds, 0.26% hits;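 active = inhibition above a per-plate limit, mean inhibition of low control wells plus 3 SD, cut at about 25% in these data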;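 also: 0% = DMSO wells with enzyme and 100% = wells lacking Arfgap1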
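Material – truncated rat Arfgap1 GAP domain · Buffer or medium – HEPES-based buffer, pH 7.5 · Reagent – human ARF1(Δ1-17)-GTP substrate · Dosing – 16.5 µM single point, 1.26% DMSO · Schedule – GTP hydrolysis reaction 2 h at 25 °C · Technique – GDP detection by fluorescence polarization · Benchmarks – No-Arfgap1 wells (100%) versus DMSO full-reaction wells (0%) · Repeats – single replicate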
PLCg1 inh – blocks human PLC-gamma1 enzyme activity | purified PLC-gamma1, fluorogenic substrate, fluorescence | AID 720700 | inhibition, % at 12.2 µM | 370,000 compounds, 0.84% hits | P19174; in the data active = inhibition above about 9.5%
Tn7 DDE FP – inhibitors of Tn7 peptide binding to human fibrin DD(E); FP displacement of FITC-Tn7 peptide from fibrin DD(E); 0% = median of compound wells per plate; inhibition, % at 8.3 µM; AID 720508; 370,000 compounds, 0.13% hits;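 active = inhibition above the mean of compounds falling within the control limits plus 3 SD of them, cut at about 14% in these data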;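 also: 0% = plate median of compound wells and 100% = 10 µM Aha-Tn7 peptide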
Target sequence (P02675 whole entry, looked up): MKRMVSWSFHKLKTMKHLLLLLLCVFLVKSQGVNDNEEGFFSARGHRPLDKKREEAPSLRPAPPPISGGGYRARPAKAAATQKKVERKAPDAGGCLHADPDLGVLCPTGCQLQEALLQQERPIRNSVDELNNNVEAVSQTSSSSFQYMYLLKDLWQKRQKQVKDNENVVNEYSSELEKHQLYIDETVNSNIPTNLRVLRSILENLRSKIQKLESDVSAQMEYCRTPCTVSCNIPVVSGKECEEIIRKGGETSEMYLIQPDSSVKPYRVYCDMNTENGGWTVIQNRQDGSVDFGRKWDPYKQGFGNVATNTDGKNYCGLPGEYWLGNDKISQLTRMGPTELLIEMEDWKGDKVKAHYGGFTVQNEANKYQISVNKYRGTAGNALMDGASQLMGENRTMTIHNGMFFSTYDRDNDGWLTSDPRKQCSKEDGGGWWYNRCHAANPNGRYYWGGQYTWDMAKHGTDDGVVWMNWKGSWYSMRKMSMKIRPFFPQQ
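Test system – human fibrin DD(E) · Times – 10 min preincubation, 3 h with tracer, room temperature · Detection – fluorescence polarization of the labelled Tn7 tracer · Measure – percent inhibition normalized to high-control wells · Benchmarks – high control wells with 10 µM unlabelled Aha-Tn7 peptide (full inhibition) · Repeats – singlicate testing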
UHRF1 binding – UHRF1 methyl-DNA binding inhibition. UHRF1 binding to methylated oligo, TR-FRET. AID 687016. 370,000 compounds, 0.75% hits. inhibition, % at 4.4 µM. Q96T88; in the data active = inhibition above about 21%;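 also: UHRF1 SRA domain binding a hemimethylated CpG hairpin DNA probe; 0% = median of test compound wells and 100% = reference inhibitor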
PLCb3 inh – blocks human PLC-beta3 enzyme activity | Q01970 | Purified PLC-beta3, fluorogenic substrate, fluorescence | inhibition, % at 12.2 µM | 370,000 compounds, 0.18% hits; in the data active = inhibition above about 11%;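 also: 0% = median of compound wells on plate and 100% = full blocker control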
DDE Tn6 FP inh – DD(E)-Tn6 binding inhibition, primary FP screen. 370,000 compounds, 0.21% hits. Fibrin DD(E) TRITC-Tn6 fluorescence polarization displacement. inhibition, % at 8.3 µM. P02675;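 active = inhibition above a per-campaign cutoff: mean of compounds within control limits plus 3 SD, cut at about 15% in these data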;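 also: 0% = median of all compound wells on the plate and 100% = blocking peptide control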
ASAP1 GAP inh – blocks human ASAP1-stimulated Arf1 GTP hydrolysis; AID 624377; inhibition, % at 16.5 µM; Q9ULH1; GDP FP detection; 360,000 compounds, 0.19% hits; in the data active = inhibition above about 25%;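 also: 0% = vehicle with enzyme and substrate and 100% = no enzyme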
sPLA2-III inh – Blocks human group III sPLA2 activity | Q9NZ20 | 370,000 compounds, 0.56% hits | QFRET BODIPY PC-A2 liposome hydrolysis, fluorescence | inhibition, % at 12.2 µM;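 active = inhibition above mean plus 3 SD of compounds lying within the high and low control bounds, cut at about 19% in these data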;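 also: 0% = median of test compound wells and 100% = no enzyme DMSO wells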
Target sequence (Q9NZ20 whole entry, looked up): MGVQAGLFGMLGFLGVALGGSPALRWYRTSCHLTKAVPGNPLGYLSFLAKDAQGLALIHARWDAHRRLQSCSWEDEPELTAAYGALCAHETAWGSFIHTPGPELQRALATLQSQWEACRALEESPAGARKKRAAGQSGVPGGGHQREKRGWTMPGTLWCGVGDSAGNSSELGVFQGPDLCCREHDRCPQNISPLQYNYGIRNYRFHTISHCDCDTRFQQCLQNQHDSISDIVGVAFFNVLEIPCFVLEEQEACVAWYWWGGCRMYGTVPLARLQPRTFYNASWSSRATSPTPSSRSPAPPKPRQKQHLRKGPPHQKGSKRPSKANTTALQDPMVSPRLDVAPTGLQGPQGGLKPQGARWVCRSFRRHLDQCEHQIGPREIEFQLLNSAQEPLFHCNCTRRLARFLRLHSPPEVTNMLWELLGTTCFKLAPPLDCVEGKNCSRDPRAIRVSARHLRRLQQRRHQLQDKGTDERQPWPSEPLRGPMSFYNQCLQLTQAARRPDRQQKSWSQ
NR1D1 modulator – modulators of human Rev-erb alpha DNA binding | activity, % at 10 µM | P20393 | Rev-erbα–FITC-DNA binding, fluorescence polarization, 90 min | AID 1259318 | 370,000 compounds, 0.79% hits;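 active = activity above about 14%, limit read from the data; passing the limit was not always enough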;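 also: 0% = DMSO wells with 35 nM protein and 100% = DMSO wells with 750 nM protein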
proKLK7 act – activates the human kallikrein-7 zymogen; P49862; AID 652039; purified proKLK7, EDANS-DABCYL substrate fluorescence; 100% is mature enzyme control, 0% vehicle; 370,000 compounds, 0.9% hits; activation, % at 7 µM;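 active = activation above the mean of all tested compounds plus 3 SD, computed per campaign excluding outliers beyond control limits, cut at about 13% in these data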
Starred values were filed as active, the others as inactive.

SMILES	ARFGAP1 inhibitor	PLCg1 inh	Tn7 DDE FP	UHRF1 binding	PLCb3 inh	DDE Tn6 FP inh	ASAP1 GAP inh	sPLA2-III inh	NR1D1 modulator	proKLK7 act
O=C(CSc1nnc2ccccn12)Nc1ccc2c(c1)OCO2	16	-2	-5	6	-4	2	-1	6	5	0.3
COC(=O)C1=C(C)N(c2ccc(S(N)(=O)=O)cc2)C(=O)C1	-5	-24	-6	1	-31	10	6	-13	0	5.0
Cc1cccc(NC(=S)NC2CCCC2)c1	8	-3	2	4	5	3	5	9	-6	0.7
COc1ccc(Br)cc1S(=O)(=O)N1CCCC1	5	0	-8	-2	4	5	-8	2	2	-1.1
O=C(CCN1C(=O)/C(=C/c2ccccc2)SC1=S)NCCCN1CCOCC1	-9	-5	-5	-4	-12	-3	15	-5	-5	0.2
c1cncc(CNc2ncnc3ccc(-c4cccnc4)cc23)c1	-7	1	5	4	-2	-4	1	10	-1	0.2
N#C/C(=N\Nc1ccccc1)C(N)=S	1	4	-6	-5	0	-3	-1	19*	1	0.0
N#CCC(=N)N1CCN(c2ccc(Cl)cc2)CC1	2	-8	4	1	-7	-1	-11	7	-6	1.1
CC(C)CN1CCN(Cc2cnc(N3CCOCC3)s2)CC1CCO (stereo unspecified)	-4	-2	-1	1	-9	-2	8	-1	-4	0.1
COc1cc(OC)c2c(N)c(C#N)c(C(F)(F)C(F)(F)F)nc2c1	8	-32	4	3	-36	1	-2	1	3	-1.1
CCOC(=O)c1ccc(S(=O)(=O)N2CCC(C(=O)NCc3ccccc3OC)CC2)cc1	-1	0	1	1	-7	-2	2	6	3	0.7
COc1ccc(OC)c(/C=C2\SC(=S)N(NS(=O)(=O)c3ccccc3)C2=O)c1	-9	-20	8	-2	-31	3	3	-42	-1	0.3
O=C(NCc1n[nH]c(=S)n1Cc1ccccc1)c1ccccc1	1	1	-1	0	6	0	4	5	-3	0.0
COC(=O)C1CC(=O)N(c2ccc(OCc3ccccc3Cl)cc2)C1 (stereo unspecified)	-1	-3	-1	24*	-4	10	-9	-5	-4	-0.1
COc1cc(OC)cc(C(=O)N2CCN(c3ccc(N4CCOCC4)nn3)CC2)c1	3	-494	1	0	-465	3	-2	7	0	4.0

One compound at a time, as listed above.
COc1cc(OC)c2c(N)c(C#N)c(C(F)(F)C(F)(F)F)nc2c1 as listed: ARFGAP1 inhibitor: 8; PLCg1 inh: -32; Tn7 DDE FP: 4; UHRF1 binding: 3; PLCb3 inh: -36; DDE Tn6 FP inh: 1; ASAP1 GAP inh: -2; sPLA2-III inh: 1; NR1D1 modulator: 3; proKLK7 act: -1.1
O=C(NCc1n[nH]c(=S)n1Cc1ccccc1)c1ccccc1 as listed: ARFGAP1 inhibitor: 1; PLCg1 inh: 1; Tn7 DDE FP: -1; UHRF1 binding: 0; PLCb3 inh: 6; DDE Tn6 FP inh: 0; ASAP1 GAP inh: 4; sPLA2-III inh: 5; NR1D1 modulator: -3; proKLK7 act: 0.0

Next section
SMILES	ARFGAP1 inhibitor	PLCg1 inh	Tn7 DDE FP	UHRF1 binding	PLCb3 inh	DDE Tn6 FP inh	ASAP1 GAP inh	sPLA2-III inh	NR1D1 modulator	proKLK7 act
NCCNC(=O)c1ncsc1-c1cccc(F)c1	1	2	5	-2	2	0	-9	-4	-1	0.1
CCNC(=O)C1CC(=O)N(Cc2ccc(F)cc2)C(=Nc2ccc(OC)cc2)S1 (stereo unspecified)	3	0	1	-3	1	-1	-12	-1	5	0.2
COc1ccccc1/C=C\C(=O)NCC(=O)N/N=C/c1ccc(O)cc1O	7	-10	1	-2	-16	-7	-5	-31	4	-1.9
CSc1ccccc1OCc1cc(C(=O)NC2CCc3ccccc32)no1 (stereo unspecified)	2	-1	-1	-2	-7	-4	-7	4	6	0.8
Cc1ccc(CNC(=O)CCC2CCCN(Cc3cccc4ncccc34)C2)o1 (stereo unspecified)	2	0	0	5	3	-3	9	-4	1	0.4
CCCNC(=O)C1CCN(S(=O)(=O)c2ccc3[nH]c(=O)ccc3c2)CC1	11	3	2	0	0	-7	3	2	-2	0.9
CCS(=O)(=O)N1CCN(S(=O)(=O)c2ccc(F)cc2)CC1	16	6	3	4	6	3	4	9	4	0.2
O=[N+]([O-])c1cccc(-n2nnnc2CN2CCCC2)c1	-7	0	-6	-1	-3	3	0	-3	-5	-0.6
CCOC(=O)N1CCC(NCCNC(=O)c2ccc(F)c(F)c2)CC1	-2	5	2	7	5	-8	10	17	-3	0.2
COc1ccc(Cl)cc1CNC[C@H]1O[C@@H](n2ccc(N)nc2=O)[C@H](O)[C@@H]1O	-1	1	-2	1	1	-3	8	10	-6	-0.3
COc1ccccc1/C=C/C1C(C(=O)OCC(C)C)=C(C)N=C2SCCC(=O)N21 (stereo unspecified)	-6	1	-10	6	-7	-3	13	5	-9	-1.1
O=C1Nc2ccccc2-n2nnnc2C1N1CCc2ccccc2C1 (stereo unspecified)	7	-2	-3	1	0	13	-1	-1	-7	0.5
O=C(Nc1ccc2c(c1)OCO2)N1CCC(CO)(CC2CCCCO2)CC1 (stereo unspecified)	-3	-1	1	-2	-2	-1	-4	4	4	-0.2
COC(=O)c1cc(NC(=O)c2ccc(C)cc2)c(=O)oc1C	14	-3	-7	1	-2	-1	-3	3	-8	-0.2
CCC(C(=O)NCC1CCCO1)n1nc(C)c2sc3ccccc3c2c1=O (stereo unspecified)	-2	1	5	-2	-5	1	-1	-4	7	0.1
CCCCN(C)C(=O)c1sc(=O)n(Cc2ccccc2C#N)c1C	-2	2	1	-1	4	-7	11	-5	-1	-0.5
CCOc1cc(C(=S)N2CCOCC2)cc(Br)c1OS(=O)(=O)c1ccccc1	-15	1	-3	-11	-5	-2	4	1	11	0.2
CCCCNC(=O)NS(=O)(=O)c1ccc(C(=O)OC)o1	7	0	-8	1	0	-7	-5	1	2	-0.3
CCCOc1cc(C)c(Cl)cc1S(=O)(=O)N(CC)CC	9	-2	-4	0	-3	-6	10	-8	6	-0.6
CN(C)c1ccc(C(=O)NCC(c2cccs2)N2CCOCC2)cc1 (stereo unspecified)	1	1	6	-2	-5	-1	-9	-2	-11	0.8
Fc1ccc(-c2nc3ccc(Cl)cn3c2Cc2ccccc2C(F)(F)F)cc1	-2	-17	0	1	-29	4	-6	-18	17	-0.7
O=c1[nH]nc(CNc2ccc(O)cc2)c2ccccc12	11	-43	0	-6	-52	16*	6	-7	-19	0.1
CCCc1cc(C(=O)Nc2sc(C(C)=O)c(C)c2C(=O)OCC)no1	4	1	0	3	0	0	-5	11	6	0.1
CC(=O)c1cccc(NC(=O)CN2C(=O)C3C4C=CC(C4)C3C2=O)c1 (stereo unspecified)	-3	0	8	1	3	3	0	3	3	0.4
O=C(O)c1ccccc1CC(CCc1ccccc1)C(=O)O (stereo unspecified)	-1	2	1	21*	-4	-9	-7	2	-8	-1.3
CCOC(=O)c1cnc(-n2nc(C)cc2C)nc1NC	-1	-9	2	-1	-15	1	-3	-2	-2	0.2
O=C(COc1ccc(NC(=O)c2ccccc2[N+](=O)[O-])cc1)c1ccc(F)cc1	2	1	10	-1	-3	3	1	-16	-5	0.5
COc1ccc(N/C=C(\C#N)S(=O)(=O)c2ccc(OC)cc2)cc1	16	0	3	-1	-4	3	-1	-12	-4	0.2
Cc1cccc(CNc2ccc(C(CC(N)=O)NC(=O)c3ccccc3)cc2[N+](=O)[O-])c1 (stereo unspecified)	10	0	2	-3	3	-2	-1	0	-3	-0.3
OCCOCCNc1ncnc2c1cnn2-c1ccccc1	9	4	3	2	-2	3	3	4	-5	-0.5
CN(C)CCN(Cc1ccco1)S(=O)(=O)c1csc(C(N)=O)c1	6	1	-2	0	-3	2	3	3	3	-0.1
CC(=O)Nc1ccc(NC(=O)c2ccccc2F)cc1	5	2	-7	0	0	-1	-1	4	-1	0.5
Cc1cccn2c(=O)nc(SCC(=O)NC3CCCC3)nc12	-3	-3	0	3	-8	-5	-11	11	-4	-0.1
N#CCCCCN1c2cccc3cccc(c23)S1(=O)=O	3	-389	-4	1	-461	1	-3	-1	3	11
O=c1c(C=Nc2ccc(Cl)cc2)c[nH]n1-c1cccc(Cl)n1	-6	5	-3	2	0	-7	-5	1	-14	-0.8
CCOc1ccc(Nc2nc(N)c([N+](=O)[O-])c(N3CCN(CC)CC3)n2)cc1	1	7	-6	-8	-1	-2	5	2	-2	-0.2
CN(C(=O)CN1C(=O)S/C(=C\c2ccccc2F)C1=O)C1CCS(=O)(=O)C1 (stereo unspecified)	-10	-1	-6	0	-6	-10	2	5	-6	0.4
c1ccc(-c2oc3ncnc(NCCN4CCOCC4)c3c2-c2ccccc2)cc1	-1	-19	-3	-2	-59	4	7	-7	2	0.0
Cc1cc(C)cc(NC(=S)NC(=O)C2CC2)c1	-2	2	7	4	-6	3	6	1	-1	0.0
CC1=NN(C(=O)c2ccccc2C)C(O)(c2ccc(Cl)cc2)C1 (stereo unspecified)	9	1	-1	2	-2	1	-8	2	-3	-0.1
COc1ccc(S(=O)(=O)N2CCCCC2)cc1N(C)S(=O)(=O)c1ccccc1	5	6	5	-4	-5	-3	-8	-2	6	-0.3
O=C(COc1ccc(S(=O)(=O)NC2CCCC2)cc1)N1CCCCCC1	10	8	-2	4	4	-3	5	4	-1	1.6
COCCn1c(Cc2ccccc2)nnc1SCC(=O)Nc1ccccc1	-2	-3	3	4	0	-13	3	2	-5	0.6
C[C@@H]1CN([C@H](C)CO)C(=O)CCCn2cc(nn2)CO[C@H]1CN(C)S(=O)(=O)c1ccc(F)cc1	7	1	4	0	2	-2	1	4	0	0.7
CCN1CCN(CCNC(=O)c2ccc(CS(=O)c3ccc(Br)cc3)o2)CC1 (stereo unspecified)	-2	-17	3	3	-7	-5	-6	10	-4	0.7
CCN(Cc1ccccc1)C(c1cccs1)c1nnnn1C1CCCCC1 (stereo unspecified)	-14	0	1	2	-2	-5	3	3	0	0.9
COc1ccc(OCC(=O)N/N=C/c2ccsc2)cc1	-1	-1	3	4	-2	-2	6	17	-6	0.1
NS(=O)(=O)c1ccc(CCNC(=O)CSc2nc3ccsc3c(=O)n2C2CC2)cc1	8	2	4	1	1	-4	-7	14	1	-0.5
CC(=O)Nc1ccc2c(c1)N(C(C)=O)c1ccccc1CC2	-5	2	-5	0	3	9	5	4	0	-0.3
C#CCNC(=O)C1=C[C@@H](c2ccc(Br)cc2)[C@H](CCCO)[C@@H](OCC)O1	-4	3	-5	2	0	-4	6	4	2	0.0
COCCNC(=S)N(C)[C@H]1C[C@H]2c3cc(Oc4ccccc4C)ccc3CCN2C(=O)[C@H]1[C@H](C)O	8	-8	-3	0	-13	5	3	-13	-10	0.0
CCCCC(=O)NC(c1ccc(Cl)cc1)c1ccc2cccnc2c1O (stereo unspecified)	4	-13	-2	-8	-25	2	3	16	5	-0.2
N#C/C(=C\c1ccc(OCc2ccccc2)cc1)C(N)=O	0	1	0	-3	0	4	2	-1	0	0.2
